# Source: PubChem (several laboratories)
# EBV LMP1 NFkB = EBV LMP1-driven NF-kappaB luciferase reporter inhibitors, primary screen, cell-based, luminescence, single point; LMP1-induced NF-kappaB luciferase reporter cells; inhibition, % at 12.5 µM; hit rate 0.69% among 350,000; AID 504558, 2011; in the data active = inhibition above about 41%;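 also: 0% = neutral control wells and 100% = reference inhibitor control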
# TLR9-MyD88 block = inhibitors of TLR9-MyD88 association in cells, primary screen, cell-based, CHO, BLA complementation, fluorescence; Toll-like receptor 9 (Homo sapiens) + Myeloid differentiation primary response protein …; CCF4 FRET ratio; inhibition, % at 4.98 µM; hit rate 0.21% among 340,000; AID 504734, 2011;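 active = inhibition above the mean over all tested compounds plus 3 SD, cut at about 21% in these data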;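 also: 0% = DMSO only wells and 100% = clavulanate BLA inhibitor control wells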
# ABHD5 PLIN5 PPI = ABHD5-PLIN5 interaction inhibitors, primary screen, cell lysate, split luciferase complementation, luminescence | Perilipin-5 (Homo sapiens) + 1-acylglycerol-3-phosphate O-acyltransferase ABHD5 (Homo … | Split G. princeps luciferase complementation, 4 h | inhibition, % at 4 µM | hit rate 0.78% among 360,000;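 active = inhibition above the mean inhibition across every tested compound plus 3 SD, cut at about 22% in these data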;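 also: 0% = DMSO only wells and the 100% control is not disclosed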
# NR2F2 inh = NR2F2 transcriptional activity inhibitors, primary screen, cell-based, luciferase reporter, HEK293T, luminescence. HEK293T NGFI-A luciferase reporter. inhibition, % at 8.6 µM. hit rate 0.7% among 370,000;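 active = inhibition above a per-plate cutoff, mean inhibition of test wells between control levels plus 3 SD, cut at about 38% in these data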;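 also: cells cotransfected with COUP-TFII expression vector driving the NGFI-A reporter; 0% = median of COUP-TF2 test wells and 100% = reporter-only cells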
# Target sequence (P24468 whole entry, looked up): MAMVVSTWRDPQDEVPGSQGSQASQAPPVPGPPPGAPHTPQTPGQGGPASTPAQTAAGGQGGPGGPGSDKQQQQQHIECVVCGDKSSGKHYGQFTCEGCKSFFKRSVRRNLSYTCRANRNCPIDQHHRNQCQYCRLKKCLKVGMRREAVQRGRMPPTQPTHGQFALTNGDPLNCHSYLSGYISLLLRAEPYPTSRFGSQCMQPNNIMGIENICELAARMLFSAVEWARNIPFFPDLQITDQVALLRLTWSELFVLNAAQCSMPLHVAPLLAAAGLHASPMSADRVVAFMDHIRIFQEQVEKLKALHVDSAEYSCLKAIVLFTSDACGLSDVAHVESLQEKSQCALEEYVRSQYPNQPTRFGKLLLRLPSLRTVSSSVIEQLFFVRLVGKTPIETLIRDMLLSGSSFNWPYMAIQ
# SRC2 inh = inhibition of GAL4-SRC2 driven luciferase reporter, primary screen, SRC2 inhibitor project, cell-based, luminescence; HEK293 GAL4-SRC2 luciferase reporter; inhibition, % at 9 µM; hit rate 0.17% among 370,000;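 active = inhibition above the mean inhibition of all tested compounds plus 3 SD, set per campaign, cut at about 52% in these data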;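 also: 0% = DMSO treated cells and 100% = cells given Gossypol at 36 µM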
# SRC1 inh = SRC1 coactivator transcriptional activity inhibitors, primary screen, cell-based, luminescence | Nuclear receptor coactivator 1 (Homo sapiens), Q15788 | HEK293 GAL4-SRC1 luciferase reporter | inhibition, % at 3.6 µM | hit rate 0.12% among 360,000;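 active = inhibition above the campaign mean plus 3 SD, with each screening campaign given its own cutoff, cut at about 60% in these data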;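 also: 0% = DMSO treated cells and 100% = gossypol at 36 µM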
# MC4R antag cAMP = MC4R antagonists of cAMP signaling, primary screen, cell-based, TR-FRET, antagonist arm of biased-ligand search | hit rate 0.48% among 360,000 | inhibition, % at 6.5 µM | AID 540295, 2011 | MC4R-expressing cells, MTII-stimulated cAMP, LANCE TR-FRET;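 active = inhibition above its plate's cutoff, the mean of tested wells on that plate plus 3 SD, cut at about 29% in these data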;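 also: 0% = Melanotan II alone and 100% = Melanotan II plus saturating MCL0020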
#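 Assay system: U2OS cells stably expressing human melanocortin 4 receptor (MC4R) / Dosing: 6.5 µM / Timing: compound 30 min, challenge 1 h, detection 1 h / Measured by: Eu-cAMP/anti-cAMP TR-FRET, emission 671 nm / Replicates: singlicate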
# MC4R barr agon = MC4R agonists recruiting beta-arrestin, primary screen, cell-based, luminescence, agonist arm of biased-ligand search; Melanocortin receptor 4 (Homo sapiens), P32245; U2OS MC4R beta-arrestin complementation; percent of melanotan II response, DMSO zero; activation, % at 8.9 µM; hit rate 0.98% among 360,000;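 active = activation above a per-plate cutoff, the mean activation of sample wells on that plate plus 3 SD, cut at about 8% in these data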
# NOD2-RIPK2 inh = NOD2-RIPK2 binding disruptors in cells, primary screen, fluorescence, CHO cells, BLA complementation. CCF4 ratio. inhibition, % at 4.98 µM. hit rate 0.38% among 360,000. AID 624267, 2012; in the data active = inhibition above about 21%;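 also: 0% = vehicle only and 100% = reference blocker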
# LRH-1 inv ag = LRH-1 (NR5A2) inverse agonists, primary screen, cell-based, luminescence, HEK293T, StAR-luciferase reporter; Nuclear receptor subfamily 5 group A member 2 (Homo sapiens), O00482; LRH-1 transfected, 24 h; inhibition, % at 3.6 µM; hit rate 0.13% among 360,000;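 active = inhibition above the mean inhibition of all tested compounds plus 3 SD, cut at about 73% in these data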;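 also: 0% = DMSO wells and 100% = reporter-only cells lacking LRH-1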
# Target sequence (O00482 whole entry, looked up): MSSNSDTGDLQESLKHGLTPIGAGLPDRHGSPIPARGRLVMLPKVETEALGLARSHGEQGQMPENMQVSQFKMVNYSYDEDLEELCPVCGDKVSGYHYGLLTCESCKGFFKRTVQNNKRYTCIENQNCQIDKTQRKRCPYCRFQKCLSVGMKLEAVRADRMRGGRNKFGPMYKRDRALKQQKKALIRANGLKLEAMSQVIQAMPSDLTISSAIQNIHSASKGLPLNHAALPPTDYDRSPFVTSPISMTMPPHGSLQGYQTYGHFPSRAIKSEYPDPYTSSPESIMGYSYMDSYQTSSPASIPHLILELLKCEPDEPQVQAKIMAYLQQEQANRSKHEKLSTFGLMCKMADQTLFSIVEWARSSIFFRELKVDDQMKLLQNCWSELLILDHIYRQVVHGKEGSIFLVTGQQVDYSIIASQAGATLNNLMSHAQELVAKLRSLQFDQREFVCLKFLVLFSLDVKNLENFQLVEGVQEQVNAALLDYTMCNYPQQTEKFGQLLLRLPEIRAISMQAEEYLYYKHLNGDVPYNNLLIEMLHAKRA
# SRC3 inh = SRC3 coactivator transcriptional activity inhibitors, primary screen, cell-based, luminescence; Nuclear receptor coactivator 3 (Homo sapiens), Q9Y6Q9; HEK293 GAL4-SRC3 luciferase reporter; inhibition, % at 3.6 µM; hit rate 0.17% among 360,000; AID 588352, 2011;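 active = inhibition above a per-campaign cutoff, the mean of all compounds plus 3 SD, cut at about 60% in these data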;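 also: 0% = DMSO-treated cells and 100% = gossypol-treated cells at 36 µM; higher means less SRC3-driven luciferase light from the GAL4 reporter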
# * = called active by the depositor; . = no result given.
EBV LMP1 NFkB	TLR9-MyD88 block	ABHD5 PLIN5 PPI	NR2F2 inh	SRC2 inh	SRC1 inh	MC4R antag cAMP	Compound	MC4R barr agon	NOD2-RIPK2 inh	LRH-1 inv ag	SRC3 inh
0	3	-11	-11	-45	-11	11	COC(=O)c1nn(-c2ccc(OC)cc2)c(=O)c2c(N)sc(C)c12	-1.2	-4	-3	-4
0	-14	2	-16	-5	-6	-1	O=C(O)C1=C[C@H](c2coc3ccccc3c2=O)C[C@H](OCCCCO)O1	0.0	-11	7	1
-26	7	2	-36	-32	-99	1	O=C(NCC(=O)N1CCC(Cc2ccccc2)CC1)c1ccccc1F	-1.9	12	-126	-101
1	2	-2	-16	0	9	42*	CC(C)(C)OC(=O)CNC(=O)c1[nH]cnc1C(=O)NCC(=O)OCc1ccccc1	1.4	5	3	6
-2	-5	8	1	3	2	-1	Cc1ccc(N2C(=O)C3C4C=CC(CNC(=S)Nc5ccc(F)cc5)(O4)C3C2=O)cc1 (stereo not given)	-0.3	-3	-2	6
-7	5	4	-21	-16	-70	-3	O=C(O)c1ccc2oc(SCC(=O)N3CCCCC3)nc2c1	-1.8	3	-120	-79
6	-7	-8	-8	9	-5	8	COc1ccc(CCNS(=O)(=O)c2ccc(Cl)s2)cc1OC	0.1	-3	-7	-13
-4	5	1	15	1	8	0	OC(COc1ccc2c(c1)OCO2)CN1CCCC1 (stereo not given)	-4.1	-3	3	-12
-3	0	-3	-9	11	6	9	COCCN(C(=O)CCC(=O)Nc1ccccn1)C(C(=O)NCCC(C)C)c1ccc(OC)cc1 (stereo not given)	2.0	-4	6	-24
-6	-10	4	16	-23	-10	2	COc1ccc(-n2c(Cc3cccn3C)nnc2SCC(=O)Nc2cccc(OC)c2)cc1	-1.6	-8	17	5
-15	2	-1	-3	25	16	-1	CCOC(=O)C1CCN(C(=O)CCNC(=O)Cn2cnc3ccccc3c2=O)CC1	0.3	-6	17	-12
7	-2	-11	1	-10	-26	-3	CC(=C1SC(=S)NC1=O)c1ccccc1	-1.2	4	-12	-9
-3	-6	6	-12	24	-11	12	Cc1cc(NC(=O)CN(C)CCOc2ccccc2)ccc1Br	0.3	-7	7	6
-1	2	0	12	1	-4	8	O=C(c1ccco1)N1CCN(C2CC(=O)N(c3ccccc3)C2=O)CC1 (stereo not given)	-1.9	-7	-11	9
.	.	-13	4	17	.	.	CC(C)(C)NC(=O)C(c1ccc(C(F)(F)F)cc1)n1c(=O)c(-c2ccccc2)nc2ccccc21 (stereo not given)	.	-1	27	.
-109	14	11	.	.	-4	-1	Cc1cc(C)c2sc(N(CCCN(C)C)C(=O)c3ccc(S(=O)(=O)N4CCc5ccccc5C4)cc3)nc2c1	39*	24*	-36	-12
0	-2	11	-11	-26	-7	2	OC(C#CCN1CCCC1)c1ccccc1 (stereo not given)	1.5	-3	-3	-14
2	3	7	-20	-17	-16	4	COc1ccc(NCc2nnc(SCC(=O)c3ccc(C)cc3)o2)cc1	-1.1	-2	3	-23
4	-2	-4	3	2	-7	10	CCc1nnc(NC(=O)CSc2nc3ccc(OC)cc3[nH]2)s1	-1.0	-6	-7	14
-11	5	1	2	22	-4	5	O=C(c1cccs1)N1CCCc2ccccc21	-0.8	-20	3	-14
-7	-1	-4	10	-15	8	4	C[N+]1(C)CC2=Cc3ccccc3CC2C1 (stereo not given)	-0.3	2	6	9
2	-7	1	0	-14	-14	2	Cc1ccc(NC(=O)C(C)Sc2nc3nc(C)cc(C)n3n2)cc1 (stereo not given)	-2.1	-1	6	-4
12	-2	-4	3	-18	2	11	Cc1nc(Oc2ccc(Cl)cc2)c2oc3ccccc3c2n1	-1.1	-7	14	5
-8	4	-3	-36	-2	-4	6	O=C(O)CCC(=O)Nc1ccc(-c2nnc(-c3ccco3)o2)cc1	3.1	-12	-5	-9
-3	7	9	20	-17	15	1	COc1ccc(S(=O)(=O)N(Cc2ccccc2)c2ccccc2C(=O)Nc2ccccc2C(=O)NCc2ccco2)cc1	0.1	-13	13	10
6	-2	6	4	-12	-19	7	Cc1cc(C(=O)COC(=O)CC2Sc3ccccc3NC2=O)c(C)n1-c1ccc(Br)cc1 (stereo not given)	-0.5	7	23	-11
.	.	-1	12	2	.	.	CCCCC[C@H](C)N1C[C@H](COCc2ccccc2)Oc2cc(N3CCC[C@@H]3CO)ccc2S1(=O)=O	.	2	20	.
11	10	-1	0	-1	-15	12	CC1(C)Cc2nc3oc4c(NCCCN5CCOCC5)ncnc4c3cc2CO1	-0.2	-3	-3	19
-1	2	-1	6	-8	6	10	COC(=O)c1cccc([N+](=O)[O-])c1CS(=O)(=O)c1ccc(C)cc1	0.3	0	-22	3
-15	-17	-2	2	10	-7	20	CC1=C(C(=O)OCc2ccccc2)C(/C=C/c2ccccc2)N2C(=O)CCSC2=N1 (stereo not given)	1.8	-3	-7	20
4	-1	1	-21	-1	7	3	N#Cc1c(Nc2ccccc2)c(C=O)c[nH]c1=O	-1.6	3	17	3
10	3	5	-8	11	7	5	CN(C)Cc1ccccc1Sc1cccc2ccccc12	0.5	8	8	-5
-3	-2	3	-8	9	-5	7	CCc1nc(C#N)c(N2CCOCC2)o1	1.2	-1	-1	5
-6	-9	-4	3	3	-5	9	O=C(NNC(=O)c1ccc(F)c(S(=O)(=O)N2CCOCC2)c1)c1ccc(Br)cc1	-1.3	-1	-18	-23
-20	5	0	-22	27	-8	3	N#C/C(=C\c1c(Cl)cccc1Cl)c1nc2ccccc2o1	0.4	16	20	13
9	8	2	-2	3	12	6	C[C@H](CO)N1C[C@H](C)[C@@H](CN(C)Cc2ccc(F)cc2)Oc2ncc(Br)cc2C1=O	-1.2	-2	10	-10
3	6	0	3	-1	4	6	Cc1cc(O)ccc1NC1=CC(=O)CC(C)(C)C1	0.7	12	-4	13
9	-4	-3	17	8	5	9	CC(=O)N1CCOc2ccc(S(=O)(=O)N(C)c3ccc(C)cc3)cc21	-1.0	-4	4	-18
-9	-2	-3	-4	3	-1	1	CCN(CC)c1ccc(/C=N/N2CCN(Cc3ccc(Cl)cc3)CC2)c(O)c1	-0.4	-3	-10	16
1	5	-18	6	-17	-1	3	C(=N\c1c(-c2ccccc2)nc2n1CCS2)/c1ccccc1	-0.4	3	14	14
7	7	-7	-25	-7	9	-1	CC(NC(=O)CN1CCc2ccccc21)c1ccccc1 (stereo not given)	-1.1	-7	2	-10
-3	-13	-3	-46	-20	-25	8	O=C(N/N=C/C1CC2CCC1C2)c1ccc2c(c1)OCO2 (stereo not given)	1.6	-3	-72	-24
3	1	-6	-21	-43	4	-9	COc1cccc2[nH]c(C(=O)NN)c(N)c12	0.1	-3	17	3
0	-2	-21	26	16	-11	1	O=C1C=C(c2ccc(OC(F)(F)F)cc2)C[C@@H](c2ccc(Cl)cc2)C1	-0.8	-10	-2	1
2	-6	2	-15	-5	-10	1	COc1cc(/C=N/NC(=O)CCc2c(C)n[nH]c2C)cc(OC)c1OC	-1.1	-10	0	6

# 10 of the compounds above, with values under each structure.
# Every second line gives: EBV LMP1 NFkB, TLR9-MyD88 block, ABHD5 PLIN5 PPI, NR2F2 inh, SRC2 inh, SRC1 inh, MC4R antag cAMP, MC4R barr agon, NOD2-RIPK2 inh, LRH-1 inv ag, SRC3 inh
COC(=O)c1nn(-c2ccc(OC)cc2)c(=O)c2c(N)sc(C)c12
  0, 3, -11, -11, -45, -11, 11, -1.2, -4, -3, -4
O=C(O)C1=C[C@H](c2coc3ccccc3c2=O)C[C@H](OCCCCO)O1
  0, -14, 2, -16, -5, -6, -1, 0.0, -11, 7, 1
O=C(NCC(=O)N1CCC(Cc2ccccc2)CC1)c1ccccc1F
  -26, 7, 2, -36, -32, -99, 1, -1.9, 12, -126, -101
CC(C)(C)OC(=O)CNC(=O)c1[nH]cnc1C(=O)NCC(=O)OCc1ccccc1
  1, 2, -2, -16, 0, 9, 42*, 1.4, 5, 3, 6
Cc1ccc(N2C(=O)C3C4C=CC(CNC(=S)Nc5ccc(F)cc5)(O4)C3C2=O)cc1 (stereo not given)
  -2, -5, 8, 1, 3, 2, -1, -0.3, -3, -2, 6
O=C(O)c1ccc2oc(SCC(=O)N3CCCCC3)nc2c1
  -7, 5, 4, -21, -16, -70, -3, -1.8, 3, -120, -79
COc1ccc(CCNS(=O)(=O)c2ccc(Cl)s2)cc1OC
  6, -7, -8, -8, 9, -5, 8, 0.1, -3, -7, -13
OC(COc1ccc2c(c1)OCO2)CN1CCCC1 (stereo not given)
  -4, 5, 1, 15, 1, 8, 0, -4.1, -3, 3, -12
COCCN(C(=O)CCC(=O)Nc1ccccn1)C(C(=O)NCCC(C)C)c1ccc(OC)cc1 (stereo not given)
  -3, 0, -3, -9, 11, 6, 9, 2.0, -4, 6, -24
COc1ccc(-n2c(Cc3cccn3C)nnc2SCC(=O)Nc2cccc(OC)c2)cc1
  -6, -10, 4, 16, -23, -10, 2, -1.6, -8, 17, 5

# The list is partial; count on the stated rates, not on these rows.
